Screens deposited in PubChem BioAssay by several laboratories.
SMARCA2 activ = increases SMARCA2 function in MMTV reporter cells; MG213 cells, MMTV-luciferase reporter, dexamethasone, overnight; AID 652017; activation, % at 9.1 µM; 370,000 compounds, 1% hits; in the data active = activation above about 7.8%;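 also: 0% = vehicle wells and 100% = reference activator wells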
FXN GAA850 act = increases GAA850 frataxin promoter reporter activity | HEK293 lucGAA850 FXN promoter luciferase reporter, 24 h; percent of 10 µM SAHA response | activation, % at 6 µM | AID 540364 | 360,000 compounds, 0.56% hits;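 active = activation above the average of all compounds screened plus 3 SD, cutoff fixed separately per campaign, cut at about 7.5% in these data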;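 also: 0% = DMSO wells and 100% = 10 µM SAHA wells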
DAX1 inh-1 = NR0B1 (DAX1) inhibition; AID 504766; inhibition, % at 6.75 µM; HEK293 Gal4-DAX1 luciferase reporter, luminescence; 340,000 compounds, 0.99% hits; P51843;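 active = inhibition above the mean over all tested compounds plus 3 SD, cut at about 4.2% in these data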;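 also: 0% = DAX1-transfected cells with DMSO and 100% = empty-vector control cells with DMSO; inhibition shows as a rise in luminescence from relieved DAX1 repression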
ssDAF-12 act = S. stercoralis DAF-12 activation, primary screen; activation, % at 6.8 µM; HEK293 ssDAF-12/GRIP1 lit1-tk-luc reporter, luminescence; % of 3 µM dafachronic acid response; 370,000 compounds, 1% hits;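 active = activation above the mean over all tested compounds plus 3 SD, cut at about 0.9% in these data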;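 also: 0% = DMSO-only wells and 100% = 3 µM delta7-dafachronic acid wells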
GC-A act = GC-A (human) enzyme activation; HEK293 GC-A cells, cGMP TR-FRET, EC30 ANP; 0% at EC30 ANP, 100% saturating ANP; activation, % at 10 µM; 370,000 compounds, 0.14% hits; AID 1671463; in the data active = activation above about 40%
Target sequence (P16066 whole entry, looked up): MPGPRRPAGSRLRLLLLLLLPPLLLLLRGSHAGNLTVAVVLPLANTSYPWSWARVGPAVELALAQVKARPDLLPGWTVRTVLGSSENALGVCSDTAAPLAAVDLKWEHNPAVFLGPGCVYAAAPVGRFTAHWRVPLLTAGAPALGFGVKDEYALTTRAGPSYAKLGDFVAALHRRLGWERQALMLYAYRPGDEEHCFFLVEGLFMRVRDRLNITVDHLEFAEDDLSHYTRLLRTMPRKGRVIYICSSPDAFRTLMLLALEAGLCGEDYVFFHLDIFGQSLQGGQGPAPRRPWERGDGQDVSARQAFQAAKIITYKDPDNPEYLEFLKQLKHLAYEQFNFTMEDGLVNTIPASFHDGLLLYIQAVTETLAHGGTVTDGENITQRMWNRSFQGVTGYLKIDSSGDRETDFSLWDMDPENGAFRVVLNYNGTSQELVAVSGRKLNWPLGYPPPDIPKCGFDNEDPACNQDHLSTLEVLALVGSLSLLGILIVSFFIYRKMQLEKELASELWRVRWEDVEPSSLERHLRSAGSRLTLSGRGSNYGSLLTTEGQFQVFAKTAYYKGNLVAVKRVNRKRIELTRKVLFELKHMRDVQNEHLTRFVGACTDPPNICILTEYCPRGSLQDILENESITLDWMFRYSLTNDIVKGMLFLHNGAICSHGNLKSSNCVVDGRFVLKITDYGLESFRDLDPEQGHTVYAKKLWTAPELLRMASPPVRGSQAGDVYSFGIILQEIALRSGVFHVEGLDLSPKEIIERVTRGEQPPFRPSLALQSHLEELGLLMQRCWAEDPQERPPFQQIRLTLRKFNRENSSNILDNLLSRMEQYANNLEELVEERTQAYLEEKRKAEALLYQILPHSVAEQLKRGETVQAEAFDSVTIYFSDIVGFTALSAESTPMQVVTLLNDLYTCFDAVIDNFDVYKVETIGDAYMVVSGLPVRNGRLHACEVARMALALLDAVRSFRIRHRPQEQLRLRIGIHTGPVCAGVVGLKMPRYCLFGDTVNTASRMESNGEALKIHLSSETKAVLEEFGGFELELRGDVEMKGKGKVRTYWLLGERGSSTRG
HGIII-sPLA2 inh = Inhibits HGIII-sPLA2 liposome hydrolysis, primary screen; inhibition, % at 12.2 µM; AID 743126; 370,000 compounds, 0.56% hits; QFRET BODIPY PC-A2 liposome hydrolysis, fluorescence; Q9NZ20;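 active = inhibition above mean plus 3 SD of compounds lying within the high and low control bounds, cut at about 19% in these data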;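 also: 0% = median of test compound wells and 100% = no enzyme DMSO wells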
DAX1 inh-2 = inhibitors of DAX1 repression of SF-1 activated StAR promoter; HEK293T StAR-luciferase reporter, SF-1/DAX-1 repression relief; inhibition, % at 6.8 µM; AID 652010; 370,000 compounds, 1.1% hits;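 active = inhibition above the mean over all tested compounds plus 3 SD, cut at about 3.6% in these data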;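 also: 0% = DAX-1 cells with DMSO and 100% = cells lacking DAX-1 with DMSO; higher inhibition means more luminescence from relief of DAX-1 repression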
GC-B act = GC-B (human) receptor activation | 370,000 compounds, 0.11% hits | P20594 | activation, % at 10 µM | HEK293-GC-B cells, CNP EC30, cGMP TR-FRET; 0% at EC30 CNP, 100% saturating CNP;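 active = activation at 10 µM reaching about 35% in either raw or pattern-adjusted values, limit read from the data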
hgDAF-12 ag = hgDAF-12 agonism, primary luciferase screen; HEK293 GAL4-hgDAF12 UAS-luciferase reporter, agonist luminescence; normalized to butyrate control; 370,000 compounds, 1.8% hits; AID 687014; activation, % at 6.8 µM;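 active = activation above a cutoff set at the mean of all screened compounds plus 3 SD, cut at about 10% in these data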;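 also: 0% = DMSO wells and 100% = sodium butyrate wells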
hcDAF12 agonist = activators of H. contortus DAF-12 nuclear receptor; HEK293 hcDAF-12 lit1-tk-luc reporter, luminescence; 0% DMSO, 100% Δ7-dafachronic acid; activation, % at 6.8 µM; 370,000 compounds, 1.4% hits;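 active = activation above the mean of all tested compounds plus 3 SD, cut at about 5.5% in these data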;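 also: 100% = response to 3 µM Δ7-dafachronic acid high control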
ADAM10 inh = inhibits human ADAM10 | recombinant ADAM10, EDANS/DABCYL FRET peptide cleavage, 3 h | 370,000 compounds, 0.62% hits | inhibition, % at 7 µM;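 active = inhibition above a per-campaign cutoff equal to the mean of compounds falling between control-based bounds plus 3 SD, cut at about 20% in these data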;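 also: 0% = DMSO wells while the 100% control is not disclosed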
* hit, by the source's call; i = inactive; / = not tested or not shown.

SMILES	SMARCA2 activ	FXN GAA850 act	DAX1 inh-1	ssDAF-12 act	GC-A act	HGIII-sPLA2 inh	DAX1 inh-2	GC-B act	hgDAF-12 ag	hcDAF12 agonist	ADAM10 inh
Cc1ccc(S(=O)(=O)Oc2ccc(/C=N/NC(=O)c3c(Cl)cnn3C)cc2)cc1	1.8	-1.8	1.0	-0.4	2.9	-6.7	-0.1	-3.0	1.5	-1.8	3.9
COc1ccc(/C=C2\Oc3cc(OCC(N)=O)ccc3C2=O)cc1OC	-3.0	4.3	0.5	-1.7	6.2	1.3	-0.1	2.7	-3.7	-1.9	-5.0
FC(F)(F)c1cc(CCN2CCNC[C@@H]2c2ccccc2)cc(C(F)(F)F)c1	0.4	-0.6	0.4	-0.6	-5.0	13.9	-0.3	-8.6	2.0	-2.2	-3.3
CCCCN(CC)CCNC(=O)c1cc2c(=O)n(C)c3ccccc3c2s1	3.3	-0.7	1.2	-0.2	3.3	-14.8	2.8	-0.3	6.4	1.5	i
O=C(COC(=O)c1ccccc1Cl)Nc1cccc(S(=O)(=O)N2CCCCC2)c1	4.2	0.7	0.0	-0.7	6.2	-17.0	-2.2	-2.0	2.2	-0.9	10.5
CCOc1ccc(C(=O)Nc2ccc(S(=O)(=O)N3CCOCC3)cc2)cc1OCC	-0.2	2.0	-1.4	-0.9	1.2	-11.1	-0.7	1.8	-0.1	-3.2	1.3
Oc1ccccc1C=NCC(O)c1ccccc1 (stereo not given)	-1.6	0.6	0.1	-1.4	-0.8	2.2	0.1	-4.1	-0.1	0.7	2.2
CCOc1ccc(Br)cc1S(=O)(=O)NC1CCCC1	-3.3	0.9	-1.2	-1.2	-10.9	4.8	-0.7	-10.8	-1.3	0.3	-13.8
CCN1C(=O)[C@H]2[C@@H](c3ccc(-c4ccc(C(C)=O)cc4)cc3)N3CCC[C@@]3(C(=O)OC)[C@H]2C1=O	-0.7	2.3	-1.5	-1.3	-1.0	-9.5	-0.6	3.4	1.2	-0.3	16.1
CCOC(=O)c1ccc(N2C(=O)C3C(C2=O)C(C(=O)c2ccc(Cl)cc2)N2CCCC32)cc1 (stereo not given)	-1.2	0.7	-0.5	-0.6	-0.3	-13.7	0.0	-2.5	2.3	-1.6	-43.4

Grouped by structure: the compounds so far containing sulfur (five)
SMILES	SMARCA2 activ	FXN GAA850 act	DAX1 inh-1	ssDAF-12 act	GC-A act	HGIII-sPLA2 inh	DAX1 inh-2	GC-B act	hgDAF-12 ag	hcDAF12 agonist	ADAM10 inh
Cc1ccc(S(=O)(=O)Oc2ccc(/C=N/NC(=O)c3c(Cl)cnn3C)cc2)cc1	1.8	-1.8	1.0	-0.4	2.9	-6.7	-0.1	-3.0	1.5	-1.8	3.9
CCCCN(CC)CCNC(=O)c1cc2c(=O)n(C)c3ccccc3c2s1	3.3	-0.7	1.2	-0.2	3.3	-14.8	2.8	-0.3	6.4	1.5	i
O=C(COC(=O)c1ccccc1Cl)Nc1cccc(S(=O)(=O)N2CCCCC2)c1	4.2	0.7	0.0	-0.7	6.2	-17.0	-2.2	-2.0	2.2	-0.9	10.5
CCOc1ccc(C(=O)Nc2ccc(S(=O)(=O)N3CCOCC3)cc2)cc1OCC	-0.2	2.0	-1.4	-0.9	1.2	-11.1	-0.7	1.8	-0.1	-3.2	1.3
CCOc1ccc(Br)cc1S(=O)(=O)NC1CCCC1	-3.3	0.9	-1.2	-1.2	-10.9	4.8	-0.7	-10.8	-1.3	0.3	-13.8

(next part)
SMILES	SMARCA2 activ	FXN GAA850 act	DAX1 inh-1	ssDAF-12 act	GC-A act	HGIII-sPLA2 inh	DAX1 inh-2	GC-B act	hgDAF-12 ag	hcDAF12 agonist	ADAM10 inh
CCCCCC(O)(CCN1CCCCC1)c1ccc(OCC)cc1 (stereo not given)	2.0	2.8	-0.2	-1.0	-2.8	-5.1	0.2	-7.6	0.9	-0.8	3.7
Cc1c(C(=O)NCCSCc2c(F)cccc2Cl)cnn1-c1ccc(Cl)cc1	-5.8	3.0	/	-1.5	1.4	-7.1	-0.4	-0.8	-1.6	-3.1	5.3
CCCCS(=O)(=O)N1C2=NC3=C(C(=O)N(CCOC)C3=O)C3N(C)c4ccccc4[C@]23C[C@H]1CO (stereo not given in full)	-3.6	/	/	-1.3	-1.7	8.7	0.2	-4.2	-3.1	-0.5	-4.3
C[C@H]1CN(S(=O)(=O)c2ccc3c(c2)OCCO3)CCN1S(=O)(=O)c1c(F)cccc1F	1.2	0.0	0.5	-2.0	1.3	-11.3	0.3	-0.2	-1.5	-1.4	-2.2
O=C(c1ccc(-c2ccccc2)cc1)N1CCC2CC1c1cc(-c3ccc4c(c3)OCO4)ccc12 (stereo not given)	-2.9	/	/	-0.5	-2.9	-0.3	-0.6	1.4	-0.1	-0.9	-14.3
Cc1[nH]n(-c2ccccc2)c(=O)c1N=Nc1c(O)cc(S(=O)(=O)N(C)C)c2ccccc12	-0.2	-0.7	1.2	-0.6	-9.8	31.4*	-0.3	-8.5	1.9	2.2	1.7
COc1cc(NC(=S)N2CCCC(CO)C2)cc(OC)c1 (stereo not given)	-2.5	1.7	-0.9	-0.6	1.0	12.4	-0.8	-1.1	1.3	-2.0	-11.3
CC(=O)Oc1ccc(NC(=O)Cc2ccccc2)c(C(=O)O)c1	-3.1	-2.2	-1.5	-1.1	-4.2	2.7	0.2	0.0	-0.5	-0.3	-24.6
CCOC(=O)c1cc(C)n(Cc2ccc(OCC)c(OC)c2)c1C	-4.1	4.0	-0.5	-2.0	17.5	-9.4	0.2	4.7	-2.9	-0.4	1.0
Cc1cc(Br)c(NC(=O)CN2C(=O)NC3(CCOc4ccccc43)C2=O)c(Br)c1 (stereo not given)	-1.1	1.4	1.1	-1.5	3.2	-5.0	-1.1	-4.3	-2.9	-1.9	-5.3
CC(C)OC(=O)NCCOC(=O)Nc1ccc(Cl)c(Cl)c1	-2.9	1.8	-1.0	-1.3	-4.8	-15.5	-1.4	-4.2	-1.0	-1.3	10.8
Nc1nc(SCC(=O)Nc2cc(C(F)(F)F)ccc2N2CCOCC2)n[nH]1	-3.8	1.3	-0.2	-1.8	7.2	7.0	-2.1	0.1	5.0	1.4	-4.0
Cc1ccc(N2CC(C(=O)NCCS(=O)(=O)N3CCN(c4ccccc4F)CC3)CC2=O)cc1 (stereo not given)	-2.1	-0.7	1.1	-0.7	2.0	5.7	-0.4	4.3	1.2	-2.0	-0.2
Cc1ccc(NC(=O)CC2S/C(=N/N=C3\CCCc4ccccc43)NC2=O)cc1 (stereo not given)	-1.2	3.0	-0.8	-1.6	-2.9	-21.5	-0.3	-2.4	0.2	-2.2	19.0
CCN(CC)C(=O)C(C)OC(=O)COc1ccc(Cl)cc1C (stereo not given)	0.2	0.3	-1.2	-1.4	-0.5	-1.6	0.0	0.3	-0.5	-1.8	1.5
C/C(=N/NC(=O)Cc1cccc2ccccc12)c1cccs1	-3.6	0.1	-1.6	-0.8	1.2	-4.6	-1.4	-2.3	-3.8	-3.5	-3.2
CCOc1ccc(C)cc1S(=O)(=O)Nc1ccc(Cl)cn1	-1.6	0.4	1.3	-0.9	-8.8	3.2	-0.5	-0.7	-2.2	-1.5	-9.7
OC(COc1ccc(Br)cc1)Cn1ccnc1 (stereo not given)	-2.1	1.7	-1.2	-0.5	4.6	6.0	0.1	2.4	-1.1	-1.5	-7.1
CC1=C(C(=O)N(C)C)CC(CC(=O)NCCN2CCOCC2)C(=O)N1Cc1ccccc1 (stereo not given)	-1.0	-1.2	0.9	-1.3	2.9	6.3	-1.0	4.8	-1.1	-0.4	-3.5
N#Cc1c(C(F)(F)F)cc(-c2cccc(Cl)c2)[nH]c1=O	-2.2	-3.4	-1.2	-1.4	-0.7	-19.7	-1.1	-3.5	1.0	-0.1	i
Cc1oc2c(CN3CCCCC3C)c(O)ccc2c(=O)c1-c1ccc(Br)cc1 (stereo not given)	-0.2	-1.8	0.1	-0.8	1.8	-2.5	-0.4	3.5	-1.1	-2.1	i
CC(=O)c1ccccc1OCCCN1CCCCC1	0.7	1.1	0.9	-1.2	0.4	3.7	0.6	-0.6	1.9	2.4	4.9
NS(=O)(=O)c1ccc(-n2nncc2-c2ccco2)cc1	-4.9	-0.7	0.6	-0.5	-2.0	-1.6	-0.1	-4.8	0.4	-0.3	-2.1
COc1ccc(OC)c(NC(=O)CSc2nnc3ccc(-c4ccccn4)nn23)c1	-0.4	1.0	-0.5	-0.3	-0.9	0.7	1.0	-2.1	-1.3	0.1	-1.8
CC(C)CCNC(=O)C(NS(=O)(=O)c1ccc2c(c1)c(=O)n(C)c(=O)n2C)c1ccccc1 (stereo not given)	-2.1	-1.6	0.7	-0.9	0.1	-0.1	-0.4	0.4	-0.6	-2.7	-9.0
Cc1[nH]c(=O)[nH]c(=O)c1S(=O)(=O)N1CCN(c2cccc(Cl)c2)CC1	0.3	0.4	-0.3	-1.0	-4.2	8.7	-0.5	-0.2	4.1	-0.9	-0.3
CCC(Sc1nc2ccc(N)cc2s1)C(=O)Nc1nccs1 (stereo not given)	3.0	0.5	-2.1	0.4	-6.2	5.5	-0.7	-0.9	2.3	1.5	2.9
CCCC(=O)Nc1ccc(C(=O)Nc2nc(CC(=O)OCC)cs2)cc1	-4.7	-2.7	-0.5	-0.6	0.8	-3.6	-1.0	7.7	1.7	0.0	-5.2
O=C(Nc1nnc(-c2ccncc2)o1)c1ccc2ccccc2c1	0.8	1.5	1.0	-1.2	-3.3	1.3	0.2	-7.1	-1.2	-1.2	-149.4
COc1ccc(-n2cc(-c3ccccc3)c3c(=S)nc[nH]c32)cc1	0.2	8.5*	-0.2	-1.4	0.6	2.0	-0.5	-6.0	-3.4	-3.2	6.5
NC(N)=NC(=O)c1nc(Cl)c(N2CCCCCC2)nc1N	5.0	2.9	0.1	-0.8	4.7	10.6	3.2	-5.6	12.5*	0.2	-22.1
COc1ccc(-c2csc(Nc3ccc(S(N)(=O)=O)cc3)n2)cc1OC	-0.3	1.3	-1.5	-2.6	1.9	-23.3	-1.6	3.6	-3.7	-3.5	-15.0
COc1ccccc1N1CCN(S(=O)(=O)c2c(C)[nH]c(=O)[nH]c2=O)CC1	-1.5	-0.6	0.4	-1.3	-6.4	5.9	-0.2	2.7	4.5	-0.8	-7.9
Cc1cc(-c2nn3c(-c4ccccc4)nnc3s2)c2ccccc2n1	0.8	-1.3	-0.9	-2.5	5.9	-2.1	-1.6	14.0	-5.3	-3.6	-8.6
CN1CCN(C(=O)C2CC(c3ccc(F)cc3)=NO2)CC1 (stereo not given)	0.1	1.4	1.6	-0.7	3.9	6.4	0.9	3.7	2.9	-1.9	4.2

Rows are unselected; 6.6% or so of the library scored in one or more.
